EPAC1 antagonist = qHTS for Antagonist of cAMP-regulated guanine nucleotide exchange factor 3 (EPAC1): primary screen | 0.14% of 360,000 active | Rap guanine nucleotide exchange factor 3 (Homo sapiens), O95398 | Potency, µM (highest dose often 115 µM), without a hit: at the top dose activity change, negative = inhibition, usual class: inhibitors | EPAC1 GEF assay, Rap1b-BODIPY-GDP exchange fluorescence;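 also: potency is read from the fitted curve at half-maximal effect; plate controls were vehicle for no effect and positive control for full effect; nearly all actives have a fitted effect of over 50% in size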
Abeta yeast res = qHTS for compounds that reverse cellular toxicity of Amyloid beta (A-beta) peptide in yeast: Primary Screen. Potency, µM (highest dose often 46.1 µM), inactives show at the top dose growth rescue, most hits filed as activators. 0.063% of 410,000 active. yeast expressing A-beta42, growth rescue, OD600, 48 h; response scale: 0% DMSO, 100% iron-clioquinol control; also: potency is read from the fitted curve at half-maximal effect; nearly all actives have a fitted effect of over 55% in size
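Yeast growth medium received pinned compounds, then yeast cells expressing toxic A-beta were added; plates incubated at 30 C for 48 hr. Growth read as absorbance at 600 nm, normalized to DMSO and equimolar FeCl3 plus clioquinol controls.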
FUS yeast rescue = qHTS for Suppressors of FUS Proteinopathy: Primary screen using FUS-linked yeast assay | Potency, µM (doses to about 76.6 µM), without a hit: top-dose growth rescue (activation), usual class: activators | 0.24% of 390,000 active | S. cerevisiae FUS-expressing, growth rescue, OD600, 24 h;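 also: potency is read from the fitted curve at half-maximal effect; plate controls were DMSO vehicle for no effect and reference control for full effect; nearly all actives have a fitted effect of over 55% in size; some results filed as inactive show a strong effect at the top dose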
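Yeast expressing FUS under galactose induction, OD 0.005 in 2% galactose medium; compounds in a dilution series, 24 h at 30C. Growth rescue by absorbance at 600 nm; CP55940 positive control, DMSO negative.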
EPAC1 agonist = qHTS for Agonist of cAMP-regulated guanine nucleotide exchange factor 3 (EPAC1): primary screen; Rap guanine nucleotide exchange factor 3 (Homo sapiens), O95398; EPAC1 agonist qHTS, biochemical assay; response scale: 100% = response to 6.5 mM cAMP; Potency, µM (titrated, usually from 154 µM), for the others: at the top dose activation, hits mostly activators; 0.073% of 360,000 active; also: potency is read from the fitted curve at half-maximal effect; nearly all actives have a fitted effect of over 60% in size
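Multi-concentration qHTS readout: loss of Rap1B-bound BODIPY-GDP fluorescence driven by 100 nM EPAC1 with excess GDP (50 uM), monitored kinetically at room temperature; agonist response expressed relative to 6.5 mM cAMP.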
aSyn rescue = qHTS of alpha-syn Inhibitors; 0.14% of 370,000 active; Yeast expressing alpha-synuclein, growth rescue, BacTiter-Glo, 24 h; Potency, µM (series often up to 46.1 µM), for inactives: at the highest dose growth rescue (activation), actives largely listed as activators; AID 652106, 2013; also: potency is read from the fitted curve at half-maximal effect; % of control where 0% means no effect; nearly all actives have a fitted effect of over 65% in size
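Galactose-induced alpha-syn yeast (OD600=0.02, raffinose-pregrown) + pinned cpd, 24 hr, 30 deg C; growth by BacTiter-Glo luminescence. Growth restoration scores as activation.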
PI5P4K alpha inh = qHTS for Inhibitors of phosphatidylinositol 5-phosphate 4-kinase (PI5P4K) | Phosphatidylinositol 5-phosphate 4-kinase type-2 alpha (Homo sapiens), P48426 | PI5P4Kalpha enzyme, ADP-Glo luminescence, 60 min; stronger effect = lower value | max response, % | 1.2% of 330,000 active | AID 652105, 2013; active = max response of -50% or lower; inconclusive = between -30% and -50%; inactive = -30% or higher; also: value at the top dose of about 77 µM; % is scaled to controls: 0 for no effect and ±100 for the full control effect
Target sequence (P48426 whole entry, looked up): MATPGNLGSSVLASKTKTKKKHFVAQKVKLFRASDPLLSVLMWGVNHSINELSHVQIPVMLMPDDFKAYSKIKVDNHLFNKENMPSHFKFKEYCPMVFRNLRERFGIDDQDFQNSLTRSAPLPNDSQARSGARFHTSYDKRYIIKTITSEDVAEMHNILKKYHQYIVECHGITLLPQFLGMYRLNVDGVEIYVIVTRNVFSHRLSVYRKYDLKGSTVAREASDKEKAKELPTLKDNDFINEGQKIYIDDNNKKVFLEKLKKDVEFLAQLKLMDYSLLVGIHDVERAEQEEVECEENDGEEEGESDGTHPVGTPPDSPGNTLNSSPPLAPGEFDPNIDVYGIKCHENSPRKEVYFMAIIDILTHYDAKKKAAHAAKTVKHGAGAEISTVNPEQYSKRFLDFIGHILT
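Controls without substrate or without enzyme flank wells where PI5P4Kalpha converts substrate using 5 microM ATP (final). Incubation lasts 60 minutes at room temperature; ADP formed is read by ADP-Glo luminescence.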
PLK1 PBD block = qHTS for Inhibitors of PLK1-PDB (polo-like kinase 1 - polo-box domain): Primary Screen. Serine/threonine-protein kinase PLK1 (Homo sapiens), P53350. Plk1 PBD binding of FITC phosphopeptide, fluorescence polarization. Potency, µM, without a hit: max response, negative = inhibition, actives largely listed as inhibitors. 2.8% of 360,000 active. AID 720504, 2013; also: potency is read from the fitted curve at half-maximal effect; series mostly up to about 57 µM; % is scaled to controls: 0 for no effect and ±100 for the full control effect; nearly all actives have a fitted effect of over 65% in size
Target sequence (P53350 whole entry, looked up, the tested form may be a part): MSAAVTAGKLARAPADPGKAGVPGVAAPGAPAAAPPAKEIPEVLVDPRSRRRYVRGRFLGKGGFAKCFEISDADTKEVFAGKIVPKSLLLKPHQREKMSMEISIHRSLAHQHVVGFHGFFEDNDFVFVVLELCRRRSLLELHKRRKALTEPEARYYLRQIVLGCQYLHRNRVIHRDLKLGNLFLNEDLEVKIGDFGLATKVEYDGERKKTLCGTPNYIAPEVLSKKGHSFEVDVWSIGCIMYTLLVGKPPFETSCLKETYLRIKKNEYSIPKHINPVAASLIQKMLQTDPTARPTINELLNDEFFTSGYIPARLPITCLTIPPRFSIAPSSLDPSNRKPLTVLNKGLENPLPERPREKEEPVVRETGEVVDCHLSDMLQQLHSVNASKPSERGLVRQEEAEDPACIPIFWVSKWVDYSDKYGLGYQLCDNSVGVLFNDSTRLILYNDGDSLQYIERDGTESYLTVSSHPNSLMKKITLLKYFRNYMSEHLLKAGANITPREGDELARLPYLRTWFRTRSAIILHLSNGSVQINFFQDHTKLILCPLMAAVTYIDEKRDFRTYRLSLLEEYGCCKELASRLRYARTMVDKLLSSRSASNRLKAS
WRN helicase inh = qHTS for Inhibitors of WRN Helicase; WRN helicase unwinding, fluorescent forked duplex, kinetic; AID 651768, 2012; Potency, µM (doses to about 114 µM), without a hit: at the highest dose activity change, negative = inhibition, actives largely listed as inhibitors; 0.46% of 360,000 active; Bifunctional 3'-5' exonuclease/ATP-dependent helicase WRN (Homo sapiens), Q14191; also: potency is read from the fitted curve at half-maximal effect; % is scaled to controls: 0 for no effect and ±100 for the full control effect; nearly all actives have a fitted effect of over 55% in size
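WRN at 20 nM final preincubated with compound 15 min at room temperature; reaction started with 100 nM fluorophore/quencher forked duplex oligonucleotide and 2 mM ATP final. Unwinding followed kinetically by red fluorescence (ex 525, em 598 nm).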
IL2 activator = qHTS of IL-2 Activators | AID 652025, 2013 | activation, % (series mostly up to about 46 µM) | 0.065% of 360,000 active | IL-2 activation reporter assay, cell-based qHTS; stimulated with anti-CD3/CD4/CD28 beads; in transgenic mouse T cells; in the data active = activation above about 50%; inconclusive = mostly about 30% to 49%; also: 0% is about no effect
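Using fluorescent plate cytometry, EGFP and DsRed are detected in transgenic mouse T cells stimulated 18 h at 37 degrees C with antibody-coated beads after 60 min compound pretreatment.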
* = called active by the depositor; ? = inconclusive; . = no result given; [ ] = another dose, or the depositor's remark. Unless noted, calls follow the shape of the dose curve; as a rule, active = well fitted curve in the direction sought with a large enough effect; inconclusive = small, poorly fitted or top-dose-only effect, or another doubt; inactive = no such curve, though single readings can be large; an effect the other way counts as inactive or inconclusive.

The first 3 records, to show the layout:
SMILES | EPAC1 antagonist | Abeta yeast res | FUS yeast rescue | EPAC1 agonist | aSyn rescue | PI5P4K alpha inh | PLK1 PBD block | WRN helicase inh | IL2 activator
COc1ccc(Br)cc1C(=O)Nc1ccccc1N1CCN(C(=O)c2ccccc2)CC1 | ? | 5% | ? | 9% | 29% | 0 | 24µM* | -6% | -0.1
CCCC(=O)N(CCN1CCOCC1)c1nc2c(C)ccc(C)c2s1 | -14% | 12% | 29% | 1% | 7% | 22 | -3% | -6% | -0.9
CSc1c(CN2CCN(C)CC2)c2ccccc2n1C | -15% | 26% | 24% | 9% | 4% | -6 | -14% | -4% | -2.4

The list itself, from the first entry:
SMILES | EPAC1 antagonist | Abeta yeast res | FUS yeast rescue | EPAC1 agonist | aSyn rescue | PI5P4K alpha inh | PLK1 PBD block | WRN helicase inh | IL2 activator
COc1ccc(Br)cc1C(=O)Nc1ccccc1N1CCN(C(=O)c2ccccc2)CC1 | ? | 5% | ? | 9% | 29% | 0 | 24µM* | -6% | -0.1
CCCC(=O)N(CCN1CCOCC1)c1nc2c(C)ccc(C)c2s1 | -14% | 12% | 29% | 1% | 7% | 22 | -3% | -6% | -0.9
CSc1c(CN2CCN(C)CC2)c2ccccc2n1C | -15% | 26% | 24% | 9% | 4% | -6 | -14% | -4% | -2.4
Nc1nnc(SCC(=O)NNC(=O)c2ccccc2)s1 | -2% | 17% | 4% | -52%[inhibitor] | -6% | -7 | -6% | -6% | 0.2
Cc1ccc(/C=N/NC(=O)c2nnn(-c3nonc3N)c2CSc2ccc(Cl)cc2)o1 | -10% | 17% | 17% | 6% | -1% | -26 | -7% | 4% | -3.1
CCNC(=S)N(CCN(CC)CC)Cc1cc2cc3c(cc2[nH]c1=O)OCO3 | -2% | -6% | -19% | 3% | -4% | -5 | -15% | 23% | -0.4
CCn1cc(/C=C(\NC(=O)c2ccccc2OC)C(=O)NCCN2CCOCC2)c2ccccc21 | 5% | 5% | 0% | 5% | -2% | 6 | -3% | 3% | -1.2
NC(=O)c1ccc(NC(=O)COC(=O)CCSc2ccccc2)cc1 | 0% | -4% | -3% | -2% | 6% | -4 | -18% | -8% | 0.0
Cc1nn(C)cc1CNC(=O)CCC(=O)O | -1% | 2% | 2% | -8% | 0% | 1 | 1% | 9% | -0.2
O=C(NCc1ccco1)c1ccc(S(=O)(=O)c2cccc(S(=O)(=O)N3CCOCC3)c2)cc1 | -25% | 16% | 50% | 5% | -2% | -9 | -11% | -17% | -1.0
O=C(Nc1ccc(F)c(Cl)c1)c1ccc2nc([C@@H]3O[C@H](CO)[C@H](O)[C@H](O)[C@H]3O)[nH]c2c1 | -8% | -4% | -18% | 2% | -2% | -1 | 4% | 0% | 0.3
COc1cc(OC)c(NC(=S)Nc2cc(Cl)cc(Cl)c2)cc1Cl | ? | -26% | 27% | 11% | -19% | 9 | ? | -7% | -5.0
COc1ccc(N2C(S)=C(C#N)C(=O)NC23CCCCC3)cc1 | -2% | -14% | -4% | 2% | 3% | 7 | -22% | -12% | 0.4
COc1ccc(C2CC(c3cccs3)=NN2C(=O)CSc2nnnn2C)cc1OC (stereo unspecified) | -9% | 4% | -1% | 13% | 1% | -4 | -2% | -1% | 0.9
O=C(CN1C(=O)NC2(CCCC2)C1=O)OCCOc1cccc(Br)c1 | -12% | 3% | 8% | -2% | 12% | 0 | 4% | -2% | -5.1
Cc1ccccc1CSc1nnc(-c2ccncc2)n1C | -14% | -7% | 15% | 8% | 0% | -4 | -4% | 8% | -1.3
CC(C)c1ccc(NC(=O)COc2nnc(-c3cccs3)c(-c3cccs3)n2)cc1 | -7% | 9% | ? | 5% | 4% | 0 | -12% | -6% | -1.3
COC(=S)Nc1cccc(C(F)(F)F)c1 | -17% | -5% | 8% | -3% | -2% | 0 | -1% | -3% | -5.1
C=CC[C@@H](Cc1ccc(F)cc1)C(=O)OC[C@@H]1CCCN1C(=O)[C@@H](CC=C)CC(=O)N[C@@H](CO)Cc1ccccc1 | -9% | 8% | ? | -9% | 5% | 10 | -13% | 3% | -0.2
COc1cccc(-c2noc(C3CCCN(C(=O)Cc4ccccc4)C3)n2)c1 (stereo unspecified) | -11% | 3% | 21% | 19% | -1% | . | -8% | -7% | -2.4
Cn1nnnc1NC(=O)c1ccccc1Cl | -6% | 19% | -20% | 13% | -1% | 3 | -3% | 0% | -0.3
Cc1c(NC(=O)CSc2nnnn2-c2ccc(F)cc2)c(=O)n(-c2ccccc2)n1C | -25% | -4% | 17% | -4% | 0% | 9 | -6% | -1% | 3.1
CC(O)C(C(=O)OCc1ccc([N+](=O)[O-])cc1)N1C(=O)c2ccccc2C1=O (stereo unspecified) | -23% | -19% | 6% | -12% | 1% | 4 | 1% | 0% | -2.3
COc1ccccc1NC(=O)c1cnc2n(c1=O)CCS2 | 3% | 9% | -12% | 9% | -3% | -1 | -10% | 0% | -3.0
CC(=O)c1ccc(NC(=O)/C(Cl)=C/c2ccccc2)cc1 | 1% | -9% | 15% | 13% | -5% | -2 | -9% | -12% | 0.6
CN(Cc1cccnc1)C(=O)CC1C(=O)NCCN1CC(c1ccccc1)c1ccccc1 (stereo unspecified) | 6% | 11% | -24% | 6% | 0% | 0 | -5% | -5% | 1.4
NNC(=O)Cn1c(-c2ccccn2)nc2ccccc21 | -4% | 5% | 15% | 5% | 3% | 4 | 4% | 2% | 6.6
COc1ccccc1N1CCN(C(=O)c2cc(-c3ccccc3)on2)CC1 | -1% | -31%[inhibitor] | 43% | 0% | 16% | 2 | -2% | -2% | 0.5
COc1ccc2[nH]cc(CCCN3C(=O)c4ccccc4C3=O)c2c1 | -5% | -33%[inhibitor] | . | -2% | 10% | -4 | -8% | -1% | -2.9
Cc1ccc(NC(=O)CN(C)C(=O)c2cccc(S(=O)(=O)NCc3ccccc3)c2)cc1 | -5% | 20% | -4% | 0% | 0% | -2 | 5% | -9% | -4.3
Cc1ccc(S(=O)(=O)N(C)c2ccc(NS(C)(=O)=O)cc2)cc1 | -6% | 7%[9.22 µM] | -35% | 0% | 4% | -5 | 2% | -15% | -0.4
Cc1cc(Cl)cc2c1NC(=O)[C@]21[C@@H]2C(=O)N(Cc3ccccc3)C(=O)[C@@H]2[C@@H]2CCCN21 | 6% | 13% | ? | 0% | 6% | ? | -7% | -17% | -1.9
CC(NS(=O)(=O)c1cc(C(F)(F)F)ccc1Cl)C(=O)N(C)C1CCN(C)CC1 (stereo unspecified) | 2% | 1% | . | -3% | -2% | 2 | 0% | 1% | 0.4
CCN(CC)C(=O)[C@H]1C[C@H](CC(=O)NCc2cccc(C(F)(F)F)c2)C(=O)N2CCc3c([nH]c4cc(CCC(=O)N(C)C)ccc34)[C@]12C | -2% | 5% | 29% | -3% | 4% | 1 | -13% | -3% | -0.4
COc1ccc(CCN2CC(C(=O)NCCc3ccccc3C(F)(F)F)CCC2=O)cc1 (stereo unspecified) | 10% | 12% | 23% | 3% | 3% | 4 | -3% | 0% | -2.8
Cc1ccc(OCCCC(=O)Nc2ccc(N3CCOCC3)cc2)c(C)c1 | 2% | 30% | 17% | -1% | 3% | 3 | 1% | 1%[57.1 µM] | 4.7
O=C(O)CSC(C(=O)Nc1ccc(Br)cc1)c1ccccc1 (stereo unspecified) | -13% | -3% | 14% | -6% | -1% | 4 | -8% | -3% | -2.1
CCSc1nc2sc3c(c2c(=O)n1-c1ccc(OC)cc1)CCN(C)C3 | -10% | -23% | 28% | 6% | 10% | 1 | -11% | -2% | 2.2
SC(COCc1ccccc1)CN1CCN(Cc2ccc3c(c2)OCO3)CC1 (stereo unspecified) | -9% | 12% | 43% | 2% | -17% | -1 | -2% | -1% | -0.9
CCOc1ccc(/C=N\NC(=O)c2c(C)nc3cc(C)ccn23)cc1 | -20% | 5% | 10% | -2% | -1% | -3 | 8% | 0% | -0.6
NC(=O)COC(=O)CC1CC2CCC1C2 (stereo unspecified) | 6% | 2% | 1% | 4% | -4% | 3 | -14% | -8% | 0.0
COC(=O)c1[nH]c2cc(OC)ccc2c1NC(=O)CCN1CCN(c2cccc(C)c2C)CC1 | -21% | 0% | 2% | -1% | 15% | 0 | -9% | -6% | -1.4
Cc1cc(C)n(-c2cc(N3CCOCC3)ncn2)n1 | 11% | -17% | -5% | -30% | -4% | 2 | -1% | -2% | -2.8
Cc1cc(C)n(-c2ccc(C(=O)C(C#N)c3nc4ccccc4n3C)cc2)n1 (stereo unspecified) | 15% | -19% | -20% | 2% | -3% | . | -8% | 4% | 2.5
CC(=O)N=c1c(C#N)cc2c(=O)n3ccccc3nc2n1CCCOC(C)C | -9% | 2% | -12% | -6% | 2% | 0 | -26% | -1% | 1.1
Cc1ccc(S(=O)(=O)N2CCCC2C(=O)NCc2ccco2)cc1 (stereo unspecified) | 9% | 13% | 6% | 3% | 4% | . | -1% | -9% | -1.7
Cc1ccnc(NC(=O)CC(NC(=O)c2ccccc2Cl)c2ccccc2)c1 (stereo unspecified) | 13% | -1% | -5% | -3% | 3% | -3 | -5% | -7% | -0.5
CC(C)C(=O)NNC(=O)CSc1nnnn1C(C)C | 13% | 2% | -44% | -10% | 1% | 2 | -1% | 7% | -3.2

Screening data (PubChem)
